# SENP8 inh: SENP8 protease inhibitors, primary screen, biochemical, luminescence. Sentrin-specific protease 8 (Homo sapiens), Q96LD8. purified SENP8, Z-RLRGG-aminoluciferin cleavage. inhibition, % at 10 µM. 330,000 compounds, 1.2% hits
# Target sequence (Q96LD8 whole entry, looked up): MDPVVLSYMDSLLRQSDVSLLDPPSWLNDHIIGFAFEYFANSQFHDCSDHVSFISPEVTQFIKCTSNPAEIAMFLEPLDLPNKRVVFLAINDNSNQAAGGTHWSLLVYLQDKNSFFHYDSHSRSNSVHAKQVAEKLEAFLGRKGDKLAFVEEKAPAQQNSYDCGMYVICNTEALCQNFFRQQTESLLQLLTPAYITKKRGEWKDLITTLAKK
# Apaf-1 inh: inhibitors of human Apaf-1 apoptosome, primary screen, biochemical, DEVD-Rh110 fluorescence, uHTS | Apoptotic protease-activating factor 1 (Homo sapiens), O14727 | reconstituted apoptosome caspase-3 activity | inhibition, % at 20 µM | 330,000 compounds, 0.71% hits | AID 489030, 2010; active = inhibition of at least 40% at 20 µM;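 note: plate controls were DMSO wells for no effect and DEVD-CHO caspase inhibitor wells for full effect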
#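 Material: reconstituted apoptosome with Apaf-1, cytochrome c, caspase-9, procaspase-3, dATP. Technique: Rh110 fluorescence intensity. Buffer or medium: pH 7.5 Hepes buffer with CHAPS, BSA, DTT. Times: 30 min plus 50 min, RT.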
# 697 NFkB inh: inhibitors of PMA/ionomycin-induced NF-kB reporter, 697 cells, primary screen, B-cell NF-kB inhibitor project, cell-based, luminescence, uHTS; 697 B-cell NF-kB luciferase reporter, 16 h; inhibition, % at 4 µM; 330,000 compounds, 0.33% hits; AID 435022, 2010; in the data active = inhibition above about 35%
# HKDC1 inh: HKDC1 hexokinase inhibitors, primary screen, biochemical, fluorescence, uHTS. recombinant HKDC1, G6PDH/diaphorase resazurin coupled fluorescence. inhibition, % at 20 µM. 340,000 compounds, 0.16% hits. AID 493160, 2011;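 active = inhibition above about 35% when tested at 20 µM, limit read from the data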;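 note: plate controls were DMSO wells with enzyme for no effect and DMSO wells lacking enzyme for full effect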
#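 Test system: Recombinant HKDC1 (HK5) hexokinase enzyme, produced in-house | Input: HKDC1 at 5 µg/mL | Buffer or medium: Tris pH 8.0 buffer with MgCl2, Tween-20, BSA, BME | Schedule: 90 min reaction incubation at room temperature, dark | Technique: Resazurin-to-resorufin fluorescence via G6PDH and diaphorase coupling, 525/613 nm | Controls: DMSO wells with and without enzyme mix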
# Jurkat NFkB inh: inhibitors of induced NF-kB luciferase reporter, primary screen, TCR NF-kB activation inhibitor project, cell-based, luminescence, uHTS; 330,000 compounds, 0.53% hits; AID 435003, 2010; Jurkat, PMA/ionomycin-induced NF-kB luciferase reporter; inhibition, % at 4 µM
# SENP7 inh: SENP7 protease inhibitors, primary screen, biochemical, luminescence, uHTS. Sentrin-specific protease 7 (Homo sapiens), Q9BQF6. recombinant SENP7, Z-RLRGG-aminoluciferin luminescence, 40 min. inhibition, % at 5 µM. 330,000 compounds, 1.5% hits;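 active = inhibition above about 50% at the single test dose, limit read from the data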;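 note: plate controls were DMSO with enzyme for no effect and no enzyme buffer wells for full effect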
# Target sequence (Q9BQF6 706-1050 limits assumed): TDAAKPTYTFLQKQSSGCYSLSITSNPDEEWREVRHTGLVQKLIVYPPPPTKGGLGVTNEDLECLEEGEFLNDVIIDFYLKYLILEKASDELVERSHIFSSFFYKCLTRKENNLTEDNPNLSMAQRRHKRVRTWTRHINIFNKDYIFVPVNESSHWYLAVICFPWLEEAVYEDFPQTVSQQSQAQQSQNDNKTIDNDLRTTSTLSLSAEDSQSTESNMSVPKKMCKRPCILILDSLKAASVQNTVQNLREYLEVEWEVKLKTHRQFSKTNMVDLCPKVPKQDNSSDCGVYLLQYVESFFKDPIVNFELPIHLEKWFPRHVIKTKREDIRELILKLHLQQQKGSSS
# UBC13 polyUb: UBC13 polyubiquitin chain formation inhibitors, primary screen, biochemical, TR-FRET, uHTS | Ubiquitin-conjugating enzyme E2 N (Homo sapiens), P61088 | inhibition, % at 20 µM | 330,000 compounds, 0.47% hits; in the data active = inhibition above about 45%, passing the limit was not always enough
# Target sequence (P61088 whole entry, looked up): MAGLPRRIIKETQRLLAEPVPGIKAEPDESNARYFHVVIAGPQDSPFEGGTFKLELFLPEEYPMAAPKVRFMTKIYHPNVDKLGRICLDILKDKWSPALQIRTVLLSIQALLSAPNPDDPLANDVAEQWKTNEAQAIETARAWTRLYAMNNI
# Gli-Sufu block: Gli-Sufu pathway antagonists, primary screen, luciferase luminescence, Sufu-KO-LIGHT cells, uHTS | Sufu-KO-LIGHT fibroblasts, Gli luciferase reporter luminescence | inhibition, % at 5 µM | 340,000 compounds, 0.74% hits;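 active = inhibition above about 55%, limit read from the data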;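 note: 0% = DMSO-treated cells and 100% = wells with medium but no cells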
# Starred values were filed as active, the others as inactive. Cut-off read from the data, not from the text of the source, unless noted: active = inhibition above about 50%; inactive = the rest.
SMILES,SENP8 inh,Apaf-1 inh,697 NFkB inh,HKDC1 inh,Jurkat NFkB inh,SENP7 inh,UBC13 polyUb,Gli-Sufu block
COc1ccc(C2C(C(=O)Nc3ccc4c(c3)OCCO4)c3ccccc3C(=O)N2C)cc1 (centres undefined),0.8,12.5,3.8,-0.7,-1.0,2.9,-0.9,1.9
COC(=O)[C@@]12CCCCN1[C@H](c1ccc(-c3ccc(F)cc3)c(OC)c1)[C@H]1C(=O)N(C)C(=O)[C@H]12,-4.7,27.5,-10.7,0.9,-5.1,-2.6,-3.8,-8.4
CCC(=O)Nc1c2c(nc3c1CCC3)CCCC2,2.6,1.3,-4.2,4.0,-4.4,-3.3,2.4,-0.6
CCC(CC)C(=O)NCCc1cc2ccc(C)cc2[nH]c1=O,-2.9,2.6,11.9,-1.8,-9.5,8.1,5.1,1.8
COc1cc(/C=N/NC(=O)C[n+]2ccccc2)cc(OC)c1OC,4.7,-0.6,7.0,12.0,1.9,2.0,4.4,4.7
O=C(NCCCN1CCOCC1)c1cc(S(=O)(=O)N2CCN(c3ccccc3)CC2)ccc1Cl,1.2,7.1,-1.5,-6.1,3.8,-3.5,3.9,8.5
CC(=O)Nc1ccc(SCCCC(=O)c2ccccc2)cc1,16.7,7.8,2.8,-0.7,-25.2,5.3,5.1,-8.9
COc1ccc(N(C)S(=O)(=O)c2cccc(C(=O)NC3CCCC(C)C3C)c2)cc1 (centres undefined),-9.5,21.6,-0.5,8.2,19.0,-9.2,-3.3,12.7
Cc1cc(N)n2nc(C)c(-c3ccc(Cl)cc3)c2n1,-8.4,10.4,12.0,-2.2,0.1,-10.4,-1.2,-34.2
Cc1cccc(C)c1NC(=O)c1cccc(C(=O)Nc2c(C)cccc2C)n1,0.0,-14.7,3.7,0.2,13.4,2.4,-0.2,10.3
CCc1c(C)nc2ncnn2c1N1CCCC(C(=O)NCc2ccco2)C1 (centres undefined),-9.1,-2.8,-1.5,-4.4,7.8,-6.6,1.3,0.1
CC[C@@]1(C(=O)OC)N[C@H](CN(C)C(=O)c2ccc(C)cc2)[C@@H]2C(=O)N(C)C(=O)[C@@H]21,1.5,0.6,9.7,-0.3,1.5,1.9,3.3,-1.1
CN(C)CCCOc1ccc(Cl)cc1Br,-5.6,-16.9,7.9,-9.2,1.9,-6.9,8.9,4.4
CNC(=S)N1N=C(c2cccs2)CC1c1ccc(OC)cc1 (centres undefined),5.6,-2.2,-15.2,5.5,-6.6,-0.4,2.6,-32.8
COC(=O)c1cc2ccccc2c(-c2c(O)ccc3ccccc23)c1O,-2.2,23.9,-14.5,15.0,-3.0,5.3,3.9,-4.4
CC(=O)c1c(C)[nH]c(C(=O)OCC(=O)N2CC(=O)Nc3ccccc32)c1C,-4.9,3.7,2.8,-2.9,0.1,5.3,6.4,-18.9
COc1ccc(CCC(=O)Nc2ccc3c(c2)OCO3)cc1OC,0.8,-7.8,-2.8,-5.2,0.0,-6.1,-3.3,26.9
COC(=O)c1ccccc1NC(=S)NC(=O)CC(C)C,2.5,4.6,-6.3,9.2,-3.5,4.0,-11.2,1.7
COc1ccc(/C=N/OCC(=O)N=Nc2c(O)[nH]c3ccc(Br)cc23)cc1OC,4.6,-4.2,7.6,10.8,4.3,-8.1,-32.6,6.4
CC(C)(C)C(=O)NC1CC2CCCC(C1)N2C(=O)Nc1cccc(Cl)c1 (centres undefined),-0.8,6.2,-24.4,-3.1,-2.8,2.4,-10.2,0.6
O=C(CNCc1ccccc1)Nc1cccc(Cl)c1Cl,-7.5,8.5,-3.0,13.8,-15.5,-3.5,7.4,4.6
Cn1nnnc1Sc1ncnc2scc(-c3ccccc3Br)c12,-9.2,16.4,-30.7,4.2,-40.1,-5.4,-1.4,26.1
CN(C)S(=O)(=O)c1ccc(S(=O)(=O)N(Cc2ccco2)Cc2ccccc2Cl)cc1,-0.2,0.0,2.9,-2.1,16.8,3.3,6.3,38.6
COc1ccccc1NC(=O)CSc1nnc(-c2ccoc2C)n1CCc1ccccc1,-1.3,12.2,-5.4,5.9,7.1,4.6,94.2*,-7.9
N#Cc1ccc(Oc2ccc(C(N)=O)cc2)cc1C#N,-7.3,7.7,-5.5,-0.9,-2.8,-3.1,-5.7,0.4

# Next compounds.
SMILES,SENP8 inh,Apaf-1 inh,697 NFkB inh,HKDC1 inh,Jurkat NFkB inh,SENP7 inh,UBC13 polyUb,Gli-Sufu block
CC(C)CCNC(=O)CO/N=C/c1ccccc1OC(F)F,-0.6,5.7,28.5,-11.6,1.7,-2.4,7.1,-7.7
COc1ccc(CC(NC(C)=O)C(=O)NC2CCN(C(=O)Nc3ccccc3Cl)CC2)cc1OC (centres undefined),1.1,0.4,2.4,1.0,-6.0,5.7,-2.1,-0.1
COc1ccc(NC(=O)Nc2ccc3nccnc3c2)cc1,-4.6,1.3,-93.1,-1.4,-97.6,19.5,-6.3,-6.3
Cc1cc(Cl)c2oc(C(=O)N3CCC(O)(c4ccccc4)CC3)c(C)c2c1,5.0,23.4,8.3,-1.2,13.6,3.5,5.4,4.6
Cc1cnc(C(=O)OCC(=O)Nc2ccccc2-c2ccccc2)cn1,-9.5,13.4,18.6,-1.4,0.8,-9.4,-5.2,8.7
O=[N+]([O-])c1cccnc1Oc1ccccc1F,1.8,-24.5,11.1,-0.6,-5.8,1.8,4.7,-5.3
Cc1ccc(S(=O)(=O)N2CCN(C(=O)c3cc4c(s3)CCC(C)C4)CC2)cc1 (centres undefined),-5.1,27.4,-14.6,2.6,15.2,13.4,-6.2,0.3
Cc1cc(=O)oc2c3c(ccc12)OC/C3=N/N,-5.5,-13.1,10.0,-3.5,-7.2,-5.4,3.8,3.0
Cc1sc2ncnc(OCC(=O)NCc3cccs3)c2c1C,-0.5,-3.9,6.1,1.3,-2.1,-1.3,8.6,-0.3
CCCn1nnc(NC(=O)/C=C/c2cc(Br)ccc2OC)n1,-0.1,3.5,28.8,-0.4,-1.1,1.2,4.3,-1.4
O=C(c1ccco1)N1CCN(S(=O)(=O)c2ccc([N+](=O)[O-])cc2)CC1,-4.5,2.7,17.7,8.6,10.6,-1.9,2.4,-0.1
C[C@H](NC(=O)c1nc[nH]c1C(=O)N1CCc2ccccc2C1)C(=O)OC(C)(C)C,-5.9,32.1,-20.3,1.3,2.0,-0.8,-8.4,-7.8
O=C(CSc1nccc(=O)[nH]1)NC1CCCCCC1,-4.4,-0.2,11.1,-4.1,1.5,3.1,2.1,1.5
C[N+](C)(C)C(Cc1ccccc1)C(=O)[O-] (centres undefined),2.0,5.7,15.2,-5.9,6.6,2.5,5.0,-0.1
COc1ccc2cc(S(=O)(=O)NCc3cccnc3)ccc2c1,4.5,3.4,-27.8,-1.6,3.9,3.4,5.9,26.4
COc1cccc(-c2cc(N3C(=O)Nc4ccccc4N3O)n[nH]2)c1,2.6,5.7,18.5,-12.9,10.8,0.3,-1.1,6.4
CC(C)(C)NC(=O)NC(=O)CSc1cccc(C(F)(F)F)c1,-1.7,1.8,-0.1,10.1,2.5,-2.8,7.9,0.3
COc1ccc(Cc2nnc(SCC(=O)Nc3ccc(C)c(C)c3)o2)cc1OC,1.3,4.3,16.5,-1.5,-10.7,1.5,1.2,-14.6
COc1ccccc1NC(=O)OCC#CCOC(=O)Nc1ccccc1OC,-0.6,20.2,-22.7,0.8,-17.6,8.9,7.2,35.3
O=C(NCc1ccccc1)c1ccc2ccccc2n1,-3.1,12.6,3.0,-1.8,17.1,3.9,1.7,6.1
CC(CCc1ccccc1)NC(=O)COC(=O)c1cccc2ccccc12 (centres undefined),-6.4,13.4,-10.3,5.8,-2.9,-9.9,-5.6,4.5
CCN1/C(=C2\C(=O)N(C)C(=S)N2C)C=Cc2ccccc21,10.1,-4.9,1.7,-5.7,0.7,15.3,-202.3,8.3
CN(C)CCCCCNCCCNC(=O)/C=N\O,-5.3,18.8,-5.5,3.7,-3.7,-5.6,3.0,0.2
CCCSc1ccc([C@H]2N[C@@](Cc3ccccc3)(C(=O)OC)[C@H]3C(=O)N(CC)C(=O)[C@@H]23)cc1,1.8,27.0,-20.7,2.2,8.0,6.1,13.2,5.8
COc1cc(CNc2nnnn2C)ccc1OCc1c(F)cccc1Cl,-7.7,-7.1,-11.2,-0.8,7.4,-1.1,4.2,-14.4

# As entered above.
# HKDC1 inh, `CC(C)(C)C(=O)NC1CC2CCCC(C1)N2C(=O)Nc1cccc(Cl)c1` (centres undefined) stands at -3.1
# SENP8 inh, `COc1ccccc1NC(=O)CSc1nnc(-c2ccoc2C)n1CCc1ccccc1` stands at -1.3

# The results go on:
SMILES,SENP8 inh,Apaf-1 inh,697 NFkB inh,HKDC1 inh,Jurkat NFkB inh,SENP7 inh,UBC13 polyUb,Gli-Sufu block
COc1cc2oc(-c3ccc(O)cc3)cc(=O)c2c(O)c1OC,4.9,2.3,-4.7,0.7,-15.0,-11.5,7.1,-9.1
O=C(Cn1c2ccc(F)cc2c2nc3n(c(=O)c21)CCS3)Nc1ccc(Cl)cc1F,8.1,-18.1,21.7,-3.9,-0.2,2.3,7.5,5.9
O=C(N/N=C/c1sc(=O)n(-c2ccccc2)c1Cl)c1ccccc1,55.6*,-2.2,-56.4,-6.2,-89.8,75.6*,0.3,-46.3
O=C(CCOc1ccccc1)N1CCN(c2ccc(O)cc2)CC1,0.2,0.0,-6.7,-0.1,-10.6,6.7,1.7,33.3
Cc1ccc(S(=O)(=O)N(C)C)cc1NC(=O)C1CCCCN1S(=O)(=O)c1ccccc1 (centres undefined),-6.8,10.9,-27.0,1.1,-27.1,-1.1,-12.6,-13.3
Cc1ccc(C(=O)N=c2sccn2C)o1,11.4,-2.1,-9.7,-0.9,3.2,-0.9,-13.8,-18.5
O=C(COC(=O)CNC(=O)c1ccccc1)NCCc1ccccc1,-9.9,-3.2,-5.5,-11.3,-10.4,-14.0,-1.5,-10.4
O=C(N/N=C/C=C/c1ccccc1[N+](=O)[O-])c1cc(-c2ccccc2)n[nH]1,-6.2,20.8,14.3,-5.1,-1.4,7.0,-20.0,2.3
CCOC(=O)[C@H]1[C@H]2COc3ccc(Cl)cc3[C@@H]2N2C(=O)c3ccccc3NC(=O)[C@@]12C,-12.8,10.8,14.1,-1.9,-1.4,-15.6,6.1,20.7
CCCCn1c(N)c(N(CCC(C)C)C(=O)C2CCCC2)c(=O)[nH]c1=O,-11.9,5.4,14.3,3.3,-8.0,-3.8,-1.6,-0.1
COCCCNC(=S)N1CCN(Cc2ccc3c(c2)OCO3)CC1,-7.7,1.6,-0.3,-9.6,-2.4,-18.4,-0.3,3.4
Cc1ccc(CNC(=O)[C@@H](NC(=O)Cc2ccccc2)C(C)C)cc1,2.2,17.7,11.3,0.8,4.3,4.4,-3.3,4.0

# Full records, quoted from the list. Screens in order: SENP8 inh	Apaf-1 inh	697 NFkB inh	HKDC1 inh	Jurkat NFkB inh	SENP7 inh	UBC13 polyUb	Gli-Sufu block
# O=C(Cn1c2ccc(F)cc2c2nc3n(c(=O)c21)CCS3)Nc1ccc(Cl)cc1F is listed with 8.1	-18.1	21.7	-3.9	-0.2	2.3	7.5	5.9
# Cc1ccc(S(=O)(=O)N(C)C)cc1NC(=O)C1CCCCN1S(=O)(=O)c1ccccc1 (centres undefined) is listed with -6.8	10.9	-27.0	1.1	-27.1	-1.1	-12.6	-13.3

# Records above shown as hits in SENP7 inh.
mol,697 NFkB inh,HKDC1 inh,Jurkat NFkB inh,SENP7 inh,UBC13 polyUb
O=C(N/N=C/c1sc(=O)n(-c2ccccc2)c1Cl)c1ccccc1,-56.4,-6.2,-89.8,75.6*,0.3
